ELG1 repair inh – inhibitors of ELG1-dependent DNA repair in HEK293T cells | HEK293T ELG1-luciferase reporter, luminescence, 16 h; DNA damage induced by 5-fluorouridine | Potency, µM (highest dose often 46.1 µM), without a hit: top-dose activity change, negative = inhibition, actives largely listed as inhibitors | 330,000 tested, 2.3% active; active means well fitted inhibition curve with a large enough effect; inconclusive means small, poorly fitted or top-dose-only effect, or effect the other way; further: potency means the concentration at half of the fitted maximal effect; nearly all actives have a fitted effect of over 55% in size
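Cells (2,000 per well) received 5-fluorouridine plus test compound or DMSO and were incubated 16 hr at 37 °C, 5% CO2. Luciferase activity was read by luminescence 30 min after ONE-Glo addition; signal suppression marked inhibition of damage-induced ELG1 function.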
KCNH2 3.1 inh – blocks the human KCNH2 3.1 channel isoform; U2OS KCNH2 3.1, thallium flux FluxOr; active compounds read low; 340,000 tested, 0.95% active; activity change, % (tested at about 1.8 µM); AID 720553;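 active means maximum activity change below -70%; inconclusive means maximum activity change from -70% to -50%; inactive means maximum activity change above -50%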;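 further: thallium influx rate constant from kinetic fluorescence after stimulation buffer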
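U2OS cells transduced with KCNH2 3.1 mutant virus (1.77 x 10^8 /mL, 4 h), plated overnight at 37 C, loaded 45 min with FluxOr dye plus Red40 quencher. Thallium flux rate constant from kinetic reads after stimulation buffer, normalised to controls.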
An asterisk follows results filed as active; u = inconclusive; x = not tested or not shown. On the % scale 0 is the no-effect control and ±100 the full control effect. These rows are one share of the data (hit frequency here may not be typical).

SMILES	KCNH2 3.1 inh	ELG1 repair inh
Cc1ccc(C)c(NC(=O)CN(C)C(=O)COc2ccc3ccccc3c2)c1	13.7	0.5%
CC[C@]12c3[nH]c4ccc(Cl)cc4c3CCN1C(=O)[C@@H](CC(=O)NCCCOC)C[C@@H]2C(=O)N1CCN(C(=O)c2ccco2)CC1	3.4	0.4%
NC(=O)c1ccsc1NC(=O)CSc1nnc(NC2CC2)s1	-2.9	11.1%
COc1ccc(CN(C)CC(=O)Nc2ccccc2C(=O)NC2CC2)cc1F	-17.6	7.1%
CC(NC(=O)COc1ccccc1)C(=O)NCc1ccccc1Cl (configuration not stated)	4.1	15.5%
O=C(O)CCSc1nnc(SCC(=O)NC2CCS(=O)(=O)C2)s1 (configuration not stated)	4.9	14.1%
O=C(COC(=O)CNC(=O)c1ccc(Cl)cc1Cl)NNC(=O)c1ccccc1F	12.8	9.7%
CC1CN(c2nc3ccccc3nc2NS(=O)(=O)c2ccccc2)CC(C)O1 (configuration not stated)	-6.2	8.7%

Looked up above.
For KCNH2 3.1 inh, CC1CN(c2nc3ccccc3nc2NS(=O)(=O)c2ccccc2)CC(C)O1 (configuration not stated) is listed with -6.2
For KCNH2 3.1 inh, NC(=O)c1ccsc1NC(=O)CSc1nnc(NC2CC2)s1 is listed with -2.9
For ELG1 repair inh, Cc1ccc(C)c(NC(=O)CN(C)C(=O)COc2ccc3ccccc3c2)c1 is listed with 0.5%
For ELG1 repair inh, COc1ccc(CN(C)CC(=O)Nc2ccccc2C(=O)NC2CC2)cc1F is listed with 7.1%
For KCNH2 3.1 inh, O=C(O)CCSc1nnc(SCC(=O)NC2CCS(=O)(=O)C2)s1 (configuration not stated) is listed with 4.9
For ELG1 repair inh, O=C(COC(=O)CNC(=O)c1ccc(Cl)cc1Cl)NNC(=O)c1ccccc1F is listed with 9.7%

The listing picks up, repeating the 7 entries before the break.
SMILES	KCNH2 3.1 inh	ELG1 repair inh
CC[C@]12c3[nH]c4ccc(Cl)cc4c3CCN1C(=O)[C@@H](CC(=O)NCCCOC)C[C@@H]2C(=O)N1CCN(C(=O)c2ccco2)CC1	3.4	0.4%
NC(=O)c1ccsc1NC(=O)CSc1nnc(NC2CC2)s1	-2.9	11.1%
COc1ccc(CN(C)CC(=O)Nc2ccccc2C(=O)NC2CC2)cc1F	-17.6	7.1%
CC(NC(=O)COc1ccccc1)C(=O)NCc1ccccc1Cl (configuration not stated)	4.1	15.5%
O=C(O)CCSc1nnc(SCC(=O)NC2CCS(=O)(=O)C2)s1 (configuration not stated)	4.9	14.1%
O=C(COC(=O)CNC(=O)c1ccc(Cl)cc1Cl)NNC(=O)c1ccccc1F	12.8	9.7%
CC1CN(c2nc3ccccc3nc2NS(=O)(=O)c2ccccc2)CC(C)O1 (configuration not stated)	-6.2	8.7%
C[C@H]1COC(=O)CCC/C=C\C[C@H](CC(=O)N(CCO)Cc2ccccc2)C(=O)N1	2.5	15.6%
CCc1ccccc1NC(=O)CNC(=O)c1ccc(OCc2cn3ccccc3n2)cc1	25.8	u
CC(C)(C)NC(=O)C[C@H]1C[C@H](C(=O)N2CCOCC2)[C@@]2(C)c3[nH]c4ccc(Cl)cc4c3CCN2C1=O	-1.0	2.1%
Cc1cc(C(=O)OCC(=O)NCc2ccccc2)c2ccccc2n1	3.2	-5.5%
O=C(c1ccc(S(=O)(=O)Nc2ccccc2F)cc1)N1CCN(c2ccccn2)CC1	1.3	-19.9%
Cc1ccc(C(=O)Nc2ccccc2-c2ccccc2)cc1S(=O)(=O)Nc1ccccc1	-81.2*	u
COc1cccc(CC(=O)OCC(=O)c2cc(OC)c(OC)c(OC)c2)c1	-2.9	0.0%
C=CC[C@@H](Cc1ccc(F)cc1)C(=O)OC[C@H]1CCCN1C(=O)[C@H](CC=C)CC(=O)N(CCO)Cc1ccccc1	-4.6	u
CN(CC(=O)Nc1ccc(Cl)c(C(F)(F)F)c1)C(=O)c1cnccn1	14.3	0.0%
COc1cccc(C(=O)NCC(=O)OCC(=O)NC2CCCCC2)c1	13.5	6.4%
CCOC(=O)C1=CN(Cc2cccc(F)c2)S(=O)(=O)N(CC)C1CCc1ccccc1 (configuration not stated)	4.8	-8.0%
CCC(CO)Oc1cc(NCc2ccc(C(C)(C)C)cc2)c2ncn(C(C)C)c2c1 (configuration not stated)	-0.6	u
Cc1ccc2c(c1)C(=O)C(=O)N2c1ccc(C(F)(F)F)cc1	-11.0	u
CC[C@]12c3[nH]c4cc(-c5ccco5)ccc4c3CCN1C(=O)[C@@H](CC(=O)NC/C=C(\C)CCC=C(C)C)C[C@@H]2C(=O)N1CCN(C(=O)C2CC2)CC1	-6.1	x
C=CC[C@H](CC(=O)N[C@H](CO)Cc1ccccc1)C(=O)N[C@@H](COC(=O)[C@@H](CC=C)Cc1ccc(F)cc1)Cc1c[nH]c2ccccc12	-80.2*	u
COc1ccc(-c2sc3cc4c(cc3c2-c2ccc(OCCN3CCCCC3)cc2)OCO4)cc1	-33.1	-2.4%
CCCCCCSc1ccc([C@@H]2[C@H]3C(=O)N(CC)C(=O)[C@H]3[C@]3(C(=O)OC)CCCCN23)cc1	u	6.7%
O=C1CS(=O)(=O)N(Cc2ccc(F)cc2)c2ccccc21	-7.2	-5.7%
O=C(COC(=O)c1c(Cl)cccc1Cl)NC1CCCCCCC1	-8.4	u
CCN1C(=O)[C@H]2[C@H]3CN=C(SCc4ccc(C(=O)OC)cc4)N3[C@@](Cc3ccccc3)(C(=O)OC)[C@H]2C1=O	-30.2	u
CCN(c1ccccc1)S(=O)(=O)c1ccc(C(=O)NC2CCN(Cc3ccccc3)CC2)cc1	-8.5	u
Nc1nc(SCC(=O)Nc2ccc(Br)cc2Br)n[nH]1	7.2	10.8%
CC(=O)c1ccc(NC(=O)CSc2nc3ccccc3c(=O)n2CCCN2CCOCC2)cc1	-12.6	u
COc1cc2c(C#CCCO)c(-c3ccsc3)oc(=O)c2cc1OC	-21.3	u
COc1ccccc1CNC(=O)COC(=O)c1ccc(Cl)nc1	-8.9	5.9%
O=C(OCC(=O)N1CCCC1)c1cc(=O)c2ccccc2o1	6.0	u
COC(=O)C1CCN(C(=O)COC(=O)c2ccc(N3CCCC3=O)cc2)CC1	38.8	u
CC(=O)c1c(C)[nH]c(C(=O)COC(=O)COc2ccccc2)c1C	-11.4	-5.4%
CCOC(=O)Nc1ccc2c(COC(=O)C(NS(=O)(=O)c3ccc(Cl)cc3)C(C)O)cc(=O)oc2c1 (configuration not stated)	6.9	20.6µM*
COc1ccc(S(=O)(=O)Nc2cc(S(=O)(=O)N3CCOCC3)ccc2OC)cc1	0.3	-1.4%
CC[C@@]1(C(=O)OC)N[C@H](CN(C)C(=O)Nc2ccc(F)cc2)[C@@H]2C(=O)N(C)C(=O)[C@@H]21	-3.1	u
Cc1cccc(C)c1N1C(=O)CC(N2CCN(S(=O)(=O)c3ccccc3F)CC2)C1=O (configuration not stated)	3.8	-3.1%
C[C@H](CO)N1C[C@H](C)[C@H](CN(C)Cc2ccccc2)Oc2c(NC(=O)Nc3ccc(F)cc3)cccc2C1=O	-39.7	-30.0%
O=C(COc1ccccc1[N+](=O)[O-])Nc1cccc(S(=O)(=O)N2CCCC2)c1	2.7	16.4µM*
O=C(C[C@@H]1C/C=C/CC[C@@H](Cc2ccc(F)cc2)C(=O)O[C@H](c2ccccc2)CNC1=O)NCCO	-1.5	u
CC1CC(C)CN(S(=O)(=O)c2ccc(C(=O)N(C)Cc3ccccc3)cc2)C1 (configuration not stated)	-29.7	-23.9%
Nc1ncnc2c1ncn2[C@@H]1O[C@H](CNCc2cccc(C#Cc3ccccc3)c2)[C@@H](O)[C@H]1O	0.8	13.1%
CN(CC(=O)Nc1ccccc1Cl)CC(=O)Nc1cccc2ccccc12	-12.4	u
C=CCN1c2ccccc2C(=O)C(C)S1(=O)=O (configuration not stated)	0.3	2.7%
CCN(CC(=O)Nc1c(F)cccc1F)C(=O)Cc1c[nH]c2ccccc12	8.2	u
Cc1ccc(S(=O)(=O)N2C[C@@H]3CCCC[C@@H]3[C@@H](C)[C@H]2c2cn(Cc3ccccc3)c3ncccc23)cc1	19.8	u
CCOC(=O)[C@@H]1[C@H]2COc3ccc(Br)cc3[C@@H]2N2C(=O)N(c3ccc(Br)cc3)C(=O)[C@@]12C	-1.6	-3.6%
Cn1c(=O)c2c(ncn2CC(=O)OCC(=O)Nc2ccc(F)cc2Cl)n(C)c1=O	11.4	-19.2%
Cc1noc(C)c1COc1ccc(C(=O)NCc2cccs2)cc1	6.8	11.4%
COc1cc2sc3ccc(-c4ccc(CN5CCOCC5)cc4)cc3c(=O)c2cc1OC	-1.1	u
CC(C)[C@H](NC(=O)c1ccccc1F)C(=O)OCCN1C(=O)c2ccccc2C1=O	-0.4	u
O=C(COC(=O)Cc1ccc(Br)cc1)NCc1cccs1	-5.6	11.5%

Record cards, from the list above:
COc1ccccc1CNC(=O)COC(=O)c1ccc(Cl)nc1 is listed as KCNH2 3.1 inh = -8.9; ELG1 repair inh = 5.9%
O=C(O)CCSc1nnc(SCC(=O)NC2CCS(=O)(=O)C2)s1 (configuration not stated) is listed as KCNH2 3.1 inh = 4.9; ELG1 repair inh = 14.1%

Assay outcomes (PubChem BioAssay)
